# Screening data from PubChem.
# MLLE-PAM2 inh = inhibitors of PABP1 MLLE–PAM2 peptide binding, primary screen, biochemical, fluorescence polarization, FITC-PAM2, GST-MLLE; Polyadenylate-binding protein 1 (Homo sapiens), P11940; inhibition, % at 20 µM; 360,000 tested, 0.36% active; in the data active = inhibition above about 35%, passing the limit was not always enough;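 also: plate controls were DMSO wells with GST-MLLE for no effect and wells lacking GST-MLLE protein for full effect; some results filed as inactive read as strong as hits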
# CSN deneddyl inh = inhibitors of CSN-mediated cullin deneddylation, primary screen, biochemical, fluorescence polarization, uHTS. COP9 signalosome complex subunit 5 (Homo sapiens), Q92905. Purified CSN, SCF-Nedd8-OG deneddylation. inhibition, % at 12.5 µM. 360,000 tested, 0.38% active;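 active = pattern-corrected inhibition above about 35%, with an unprinted fluorescence ratio check between 0.5 and 1.5, limit read from the data, passing the limit was not always enough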;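 also: 0% = enzyme with substrate and 100% = substrate without enzyme; some results filed as inactive read as strong as hits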
#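 Assay system: purified human Csn5 enzyme expressed in HEK293T cells; measure: % inhibition; also added: SCFSkp2-Nedd8OG substrate at 10 nM final; technique: fluorescence polarization; times: reaction 90 min, room temperature; medium: Tris buffer pH 7.5, NaCl, DTT, Tween-20, trehalose, ovalbumin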
# Rin1 Abl inh = inhibitors of Rin1-Abl protein binding, primary screen, biochemical, TR-FRET. Tyrosine-protein kinase ABL1 (Homo sapiens) + Ras and Rab interactor 1 (Homo sapiens), …. inhibition, % at 7.35 µM. 360,000 tested, 0.4% active. AID 588664, 2011; in the data active = inhibition above about 5%, passing the limit was not always enough
# E coli Lon inh = inhibitors of E. coli Lon protease, primary screen, biochemical, fluorescence polarization; P0A9M0; purified E. coli Lon protease; inhibition, % at 7.94 µM; 360,000 tested, 0.42% active; in the data active = inhibition above about 13%, passing the limit was not always enough;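 also: 0% = enzyme with probe and DMSO and 100% = no enzyme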
# FAS TE block = FAS thioesterase domain inhibitors, primary screen, biochemical, fluorescence intensity, uHTS; 360,000 tested, 0.67% active; recombinant FAS-TE, OMFH fluorogenic substrate, fluorescence endpoint; inhibition, % at 15 µM;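 active = compounds whose normalised, plate-corrected inhibition of enzyme fluorescence in the single-dose primary screen is 50% or more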;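 also: 0% = DMSO with enzyme and 100% = substrate without enzyme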
# Tb MetRS inh = T. brucei MetRS inhibitors, primary screen, biochemical, luminescence; purified T. brucei MetRS, ATP depletion, Kinase-Glo luminescence; methionyl-tRNA synthetase (Trypanosoma brucei brucei); inhibition, % at 11.9 µM; AID 624268, 2012; 360,000 tested, 0.4% active;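 active = inhibition above a per-plate cutoff of the control wells' mean inhibition plus 3 SD, cut at about 5.5% in these data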;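 also: 0% = DMSO wells median and 100% = median of wells with control inhibitor compound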
#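 technique = Kinase-Glo luminescence, ATP depletion format | system = purified MetRS (methionyl-tRNA synthetase) enzyme from Trypanosoma brucei | timing = 15 min preincubation, 2 h reaction, all 25 °C | evaluation = percent inhibition versus plate control medians | dosing = single dose, 11.9 µM final nominal, 0.9% final DMSO | also added = substrates ATP, L-methionine and bulk Escherichia coli tRNA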
# MsrA inhibitor = bovine MsrA enzyme inhibitors, primary screen, biochemical, absorbance, HTS | purified bovine MsrA, absorbance read-out | Methionine sulfoxide reductase A (Bos taurus) | 360,000 tested, 0.75% active | inhibition, % at 15.5 µM; in the data active = inhibition above about 4.5%;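 also: 0% = vehicle wells with enzyme and 100% = reference inhibitor wells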
# bovine MsrA act = bovine MsrA enzyme activators, primary screen, biochemical, absorbance, HTS. activation, % at 10.6 µM. Methionine sulfoxide reductase A (Bos taurus). purified bovine MsrA, absorbance read-out. AID 602163, 2012. 360,000 tested, 0.3% active; in the data active = activation above about 7.5%;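 also: 0% = vehicle and 100% = reference activator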
# Neddylation inh = inhibitors of cullin neddylation, primary screen, biochemical, TR-FRET, uHTS, NAE and Ubc12. calls only at 25 µM. AID 651699, 2012. 360,000 tested, 0.58% active. NEDD8-conjugating enzyme Ubc12 (Homo sapiens) + NEDD8-activating enzyme E1 regulatory …; in the data active = inhibition above about 36%
# Active calls of the source: *; i = inactive; · = not tested or not shown; + = active, no number.
1	CN(C)CCNc1oc(/C=C/c2ccccc2)nc1C#N
2	Cc1cc(C)c(OCCCCNCc2ccccc2)c(Cl)c1
3	CSc1ccccc1NC(=O)CN(C)C(=O)CNc1ccc(C(F)(F)F)cc1[N+](=O)[O-]
4	Cn1c(O)c(C=Nc2ccc(Br)cc2)sc1=O
5	CCN(/N=C/c1cccs1)c1cc(=O)n(C)c(=O)[nH]1
6	C[C@H]1CN(Cc2ccccc2)C(=O)[C@@H]1CC(=O)NCc1ccccc1
7	O=C(Nc1ccc(Cl)cn1)c1ccc2[nH]c(=O)c(=O)[nH]c2c1
8	CCCc1nc2n[nH]c(N)c2c2c1COC(C)(C)C2

assay / compound	1	2	3	4	5	6	7	8
MLLE-PAM2 inh	-80	5	15	11	5	8	-17	3
CSN deneddyl inh	-3	1	15	-4	2	-5	7	-3
Rin1 Abl inh	-4	0	5	0	1	3	4	0
E coli Lon inh	2	0	-11	5	-1	8	-2	-3
FAS TE block	-2	-6	-1	0	-2	-5	-5	-4
Tb MetRS inh	-0.2	-0.9	-0.1	0.1	-0.3	0.2	-0.3	-0.5
MsrA inhibitor	1.9	0.1	0.3	1.4	7.2*	-0.8	0.1	-0.8
bovine MsrA act	-2	-1	-3	0	-4	1	-4	-3
Neddylation inh	·	i	i	i	i	i	i	i

9	[O-][n+]1c2c(nn1-c1ccccc1)/C(=N/O)CCC2
10	CCOC(=O)C(CC(=O)O)=C(c1ccccc1)c1ccccc1
11	COc1cccc2cc(-c3nnc(SCC(=O)Nc4nc(C)cs4)n3C)oc12
12	Oc1ccccc1CNc1ccc(OC(F)(F)F)cc1
13	COc1ccccc1Cn1cccc1C=O
14	COc1ccc(-c2ccccc2)cc1NC(=O)C1(C)CCN1C(=O)C(C)C (stereo not drawn)
15	COc1cccc(/C=C2\N=C(c3c(-c4ccccc4)noc3C)OC2=O)c1OC
16	CC(C)COc1ccc(C(=O)Nc2scc(-c3ccc(Cl)cc3Cl)c2C(N)=O)cc1

assay / compound	9	10	11	12	13	14	15	16
MLLE-PAM2 inh	6	-11	-102	-8	1	-1	-1	1
CSN deneddyl inh	-7	3	5	-12	-5	-8	2	-5
Rin1 Abl inh	4	0	3	0	-1	0	-2	2
E coli Lon inh	1	-2	-6	9	-2	3	-4	-8
FAS TE block	-4	-4	2	22	-1	7	1	26
Tb MetRS inh	-0.5	-0.6	-0.9	-0.2	0.2	-0.2	-1.1	-1.2
MsrA inhibitor	-0.1	-0.3	-0.5	-1.5	-0.3	1.4	-0.2	-0.4
bovine MsrA act	-6	1	-10	-1	-3	-2	-1	-2
Neddylation inh	i	i	i	i	i	i	i	i

17	CCN(C[C@H]1N[C@@](C)(C(=O)OC)[C@H]2C(=O)N(C)C(=O)[C@@H]12)C(=O)Nc1ccccc1
18	Cn1ccc2c(-c3cncc4ccccc34)cc3c(c21)C1CCC3O1 (stereo not drawn)
19	COc1cccc(NC(=O)CSc2nnc(Cc3ccc(C)cc3)c(=O)n2N)c1
20	C=CCn1c(SCc2cc(=O)n3cc(C)ccc3n2)nnc1-c1cccc(C)c1
21	O=C(N/C(=C/c1ccco1)C(=O)N1CCOCC1)c1ccccc1Br
22	Cc1ccc(S(=O)(=O)N2C(=O)CCC2C(=O)N2CCN(C)CC2)cc1 (stereo not drawn)
23	CCOc1cccc(C(=O)Nc2cccc(NC(=O)c3ccco3)c2)c1
24	CCCCNC(=O)c1cccc(C(=O)NCCCC)c1

assay / compound	17	18	19	20	21	22	23	24
MLLE-PAM2 inh	-4	-6	21	-18	12	1	4	10
CSN deneddyl inh	-3	-5	2	-1	3	7	-7	-6
Rin1 Abl inh	-1	7	1	4	0	-1	-5	-1
E coli Lon inh	1	-3	-7	-3	-6	-5	2	-5
FAS TE block	-7	7	5	-4	-7	-8	6	-5
Tb MetRS inh	-0.8	-1.8	-0.4	-0.3	-0.4	-0.9	0.2	-0.1
MsrA inhibitor	1.1	-0.4	-0.9	2.1	0.9	1.1	-2.2	-0.8
bovine MsrA act	-2	-17	-5	-4	-5	-1	-1	-2
Neddylation inh	i	+	i	i	i	i	i	i

# Quoted at random: 4 records from the list.
18	Cn1ccc2c(-c3cncc4ccccc34)cc3c(c21)C1CCC3O1 (stereo not drawn)
21	O=C(N/C(=C/c1ccco1)C(=O)N1CCOCC1)c1ccccc1Br
23	CCOc1cccc(C(=O)Nc2cccc(NC(=O)c3ccco3)c2)c1
24	CCCCNC(=O)c1cccc(C(=O)NCCCC)c1

assay / compound	18	21	23	24
MLLE-PAM2 inh	-6	12	4	10
CSN deneddyl inh	-5	3	-7	-6
Rin1 Abl inh	7	0	-5	-1
E coli Lon inh	-3	-6	2	-5
FAS TE block	7	-7	6	-5
Tb MetRS inh	-1.8	-0.4	0.2	-0.1
MsrA inhibitor	-0.4	0.9	-2.2	-0.8
bovine MsrA act	-17	-5	-1	-2
Neddylation inh	+	i	i	i

# Going on with the list.
25	NS(=O)(=O)c1ccc(Cl)c(C(=O)Nc2ccccc2[N+](=O)[O-])c1
26	CCC1CCCCN1CCCNC(=O)C1CCCN(c2nn3c(=O)cc(C)nc3s2)C1 (stereo not drawn)
27	Fc1ccccc1-c1cc2ccccc2cn1
28	COc1ccc(S(=O)(=O)Oc2ccc(C(=S)N3CCOCC3)cc2OC)cc1
29	CCCN(CCC)CCCNS(=O)(=O)c1cc(Br)cc2c1N(C(C)=O)CC2
30	CCOC(=O)N(C)c1c(CC)nc2c(OCc3ccccc3OC)cccn12
31	Cc1cccc2cc(CN(Cc3ccc(F)cc3)C(=O)N3CCOCC3)c3nnnn3c12
32	CC(=O)Nc1cccc(-c2csc(NCc3ccccc3)n2)c1

assay / compound	25	26	27	28	29	30	31	32
MLLE-PAM2 inh	-8	7	-16	17	1	12	5	4
CSN deneddyl inh	0	-2	0	2	1	2	5	6
Rin1 Abl inh	0	1	1	1	-5	-2	-2	2
E coli Lon inh	5	-4	-3	1	-8	3	1	-1
FAS TE block	-7	-6	-1	27	-2	-4	18	-4
Tb MetRS inh	-0.7	-0.3	-0.2	0.8	0.3	-0.4	0.1	-0.4
MsrA inhibitor	0.9	-1.2	-0.9	-0.5	0.2	-0.1	1.4	-0.3
bovine MsrA act	-9	-1	-3	-6	-1	-4	0	-7
Neddylation inh	i	i	i	i	i	i	i	i

33	O=C1CN(C(=O)COc2ccc(F)cc2Br)c2ccccc2N1
34	COc1ccc2cc(C(C)C(=O)OC(C)C)ccc2c1 (stereo not drawn)
35	CSc1ccccc1OCc1cc(C(=O)NC2CCOC(C)(C)C2)no1 (stereo not drawn)
36	CC(C)c1ccc(Nc2nc(Cl)nc(NCc3ccco3)n2)cc1
37	N#Cc1cc2c(nc1SCC(=O)Nc1sc3c(c1C#N)CCC3)CCCC2
38	C=C1C2(C(=O)Nc3nccs3)CCC(C2)C1(C)C (stereo not drawn)
39	O=C(Nc1ccc(-c2nc3ccccc3s2)cc1)C1=COCCO1
40	N#Cc1ccc(NC(=O)COC(=O)CCc2nc3ccccc3c(=O)[nH]2)cc1

assay / compound	33	34	35	36	37	38	39	40
MLLE-PAM2 inh	-4	-4	-13	-14	-23	9	-4	-18
CSN deneddyl inh	-4	2	2	0	0	-5	-9	3
Rin1 Abl inh	-3	-1	-1	-2	-2	-3	-4	-4
E coli Lon inh	-7	-12	5	3	-14	1	4	4
FAS TE block	1	19	-2	3	-9	-6	-2	-4
Tb MetRS inh	1.0	-0.3	-0.6	0.3	-0.6	-0.1	0.0	-0.2
MsrA inhibitor	-1.2	2.2	-1.1	-0.3	0.1	-0.8	1.0	0.3
bovine MsrA act	1	-2	-7	-1	-8	-10	-1	-1
Neddylation inh	i	i	i	i	i	i	·	i

41	CSc1ccc(S(=O)(=O)N2CCC(C(=O)Nc3ccc(C(N)=O)cc3)CC2)cc1
42	CCN(C(=O)c1cn(CC)c(=O)c2cc(OC)c(OC)cc12)c1ccccc1C
43	O=C(Nc1ccccc1)N1N=CCC1c1ccccc1 (stereo not drawn)
44	Cc1nn(C(C)(C)C)c(OC(=O)CC(C)C)c1S(=O)(=O)c1ccccc1
45	CN(c1ccc(OCC(=O)NC2=NCCS2)cc1)S(=O)(=O)c1ccc(F)cc1
46	CCOc1cc(OCC)cc(C(=O)O)c1
47	CCOc1ccc(N2C(=O)CC(N(CCc3ccc(S(N)(=O)=O)cc3)C(C)=O)C2=O)cc1 (stereo not drawn)
48	C=CCOC(=O)C1=C(C)Nc2ncnn2C1c1cccs1 (stereo not drawn)

assay / compound	41	42	43	44	45	46	47	48
MLLE-PAM2 inh	6	9	8	-8	12	11	13	1
CSN deneddyl inh	-1	1	-5	5	3	-2	-2	1
Rin1 Abl inh	-3	1	1	-2	-1	-1	0	3
E coli Lon inh	-1	2	-5	6	-6	7	-7	-1
FAS TE block	0	-2	-5	16	-5	-6	-8	-10
Tb MetRS inh	-0.6	0.2	2.4	-1.5	-0.7	-0.1	-0.6	-1.1
MsrA inhibitor	2.1	0.1	0.0	0.0	-0.9	0.1	-0.1	0.1
bovine MsrA act	-6	3	-3	-7	-2	1	-5	-4
Neddylation inh	i	i	i	i	i	i	i	i

49	CNc1cncc(-c2cnn(CC(C)C)c2)n1
50	O=C(C(=O)N1CCC(c2ccccc2)CC1)c1ccccc1
51	CC(C)c1ccc(C2(C)NC(=O)N(CC(=O)NCC3COc4ccccc4O3)C2=O)cc1 (stereo not drawn)
52	Cc1ccc(S(=O)(=O)N2CCCCC2C(=O)Nc2nncs2)cc1 (stereo not drawn)
53	COc1cccc(CNC(=O)COc2cccc(-n3cnnn3)c2)c1
54	COc1ccc(N2CCN(C(=O)C(=O)c3ccc(F)cc3)CC2)cc1
55	O=C(/C=C/Nc1ccccc1Br)c1ccccn1
56	CCCCN1CCc2c(c3ccccc3n2Cc2ccccc2)C1
57	COc1cccc(/C=C(\C(=O)O)c2ccccc2)c1
58	CC(C)c1cc(C(N)=O)c(NC(=O)c2cccc(COc3ccc(Br)cc3)c2)s1
59	Cc1onc(-c2c(F)cccc2Cl)c1C(=O)ONC(=O)c1ccccc1

assay / compound	49	50	51	52	53	54	55	56	57	58	59
MLLE-PAM2 inh	7	·	-5	25	9	·	-8	2	8	8	10
CSN deneddyl inh	0	-1	-3	2	2	0	-1	-2	-6	1	-1
Rin1 Abl inh	-4	·	2	-3	1	·	2	2	3	2	-3
E coli Lon inh	-10	·	5	0	-2	·	6	-4	-3	-11	-10
FAS TE block	-7	·	4	-7	1	·	3	0	-1	33	-3
Tb MetRS inh	0.4	0.0	-0.4	-0.2	-0.6	-0.9	-2.2	-0.6	-0.1	-0.6	-0.4
MsrA inhibitor	1.7	0.1	-1.3	-0.2	-0.5	0.8	1.1	1.6	0.7	4.2	1.5
bovine MsrA act	4	·	3	-3	-4	·	-8	1	-4	-4	-4
Neddylation inh	·	i	i	i	i	i	i	i	i	·	i
